From PubChem BioAssay
12-LOX inh = Primary qHTS assay for inhibitors of human arachidonate 12S-lipoxygenase (ALOX12): Round 2; purified 12hLO, xylenol orange hydroperoxide absorbance; Potency, µM (titrated, usually from 108 µM), for the others: at the highest dose activity change, negative = inhibition, hits mostly inhibitors; 580,000 compounds, 1.1% hits; AID 1671190, 2021; further: potency means the concentration at half of the fitted maximal effect; on the % scale 0 is the no-effect control and ±100 the full control effect
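Hydroperoxide product was detected by ferrous iron/xylenol orange as the 573 to 405 nm absorbance ratio. Arachidonic acid at 40 uM (final) was turned over for 30 min at room temperature by 150 nM human 12hLO, pH 7.0 Hepes buffer, after 15 min compound preincubation.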
BLM inh = qHTS Assay for Inhibitors of Bloom's syndrome helicase (BLM); recombinant BLM DNA unwinding, fluorescence dequenching; Potency, µM (titrated, usually from 56.1 µM), for inactives: at the top dose activity change, negative = inhibition, actives largely listed as inhibitors; 350,000 compounds, 0.2% hits; AID 2528, 2010;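 further: potency means the concentration at half of the fitted maximal effect; plate controls were vehicle for no effect and no enzyme for full effect; nearly all actives have a fitted effect of over 35% in size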
Pol iota inh = qHTS for Inhibitors of Polymerase Iota; DNA polymerase iota (Homo sapiens), Q9UNA4; Potency, µM (series often up to 115 µM), inactives show at the highest dose activity, negative = inhibition, hits mostly inhibitors; Pol iota fluorescent replication assay, 10 min; 390,000 compounds, 1% hits; AID 588590, 2011; further: potency means the concentration at half of the fitted maximal effect
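Fluorescent replication assay read twice, at 0 min and 10 min after adding 50 nM (final) substrate. Enzyme (10 nM) and compounds were first incubated 15 min at room temperature; enzyme-free buffer wells were negative controls.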
POLK inh = qHTS for Inhibitors of Polymerase Kappa | DNA polymerase kappa (Homo sapiens), Q9UBT6 | purified Pol kappa, fluorescent DNA synthesis assay, 10 min | Potency, µM (titrated, usually from 107 µM), for the others: at the top dose activity, negative = inhibition, most hits filed as inhibitors | 400,000 compounds, 0.53% hits; further: potency means the concentration at half of the fitted maximal effect; on the % scale 0 is the no-effect control and ±100 the full control effect
Target sequence (Q9UBT6 whole entry, looked up): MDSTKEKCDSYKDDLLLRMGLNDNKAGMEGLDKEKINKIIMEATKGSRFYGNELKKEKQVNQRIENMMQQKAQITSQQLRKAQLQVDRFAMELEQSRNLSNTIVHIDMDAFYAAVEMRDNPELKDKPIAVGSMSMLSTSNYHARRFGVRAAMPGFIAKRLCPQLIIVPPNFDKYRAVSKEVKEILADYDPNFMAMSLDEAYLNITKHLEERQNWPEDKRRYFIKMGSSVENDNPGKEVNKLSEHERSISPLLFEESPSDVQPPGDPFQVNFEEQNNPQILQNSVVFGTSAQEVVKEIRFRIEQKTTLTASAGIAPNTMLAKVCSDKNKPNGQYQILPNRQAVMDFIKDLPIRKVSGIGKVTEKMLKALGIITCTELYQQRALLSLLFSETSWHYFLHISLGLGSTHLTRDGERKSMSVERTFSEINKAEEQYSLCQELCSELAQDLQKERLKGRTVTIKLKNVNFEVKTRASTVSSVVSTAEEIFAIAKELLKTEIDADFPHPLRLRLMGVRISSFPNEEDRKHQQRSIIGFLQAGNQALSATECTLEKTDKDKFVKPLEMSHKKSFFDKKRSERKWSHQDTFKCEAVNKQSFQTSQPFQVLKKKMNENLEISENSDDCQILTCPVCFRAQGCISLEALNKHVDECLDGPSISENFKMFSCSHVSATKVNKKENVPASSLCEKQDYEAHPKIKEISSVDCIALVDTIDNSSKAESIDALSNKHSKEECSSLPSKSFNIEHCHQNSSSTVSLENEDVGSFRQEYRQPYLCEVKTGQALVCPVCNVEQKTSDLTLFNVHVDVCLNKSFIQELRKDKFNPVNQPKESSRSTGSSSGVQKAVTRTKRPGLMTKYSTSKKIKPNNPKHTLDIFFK
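10 nM Pol kappa was preincubated with compounds for 15 min at room temperature. Reaction started with 50 nM (final) substrate. Fluorescence read kinetically at 0 and 10 min.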
POLB inh = qHTS Assay for Inhibitors of DNA Polymerase Beta; P06746; Pol beta primer extension/strand displacement, fluorescence kinetic; Potency, µM (doses to about 114 µM), inactives show at the top dose activity change, negative = inhibition, most hits filed as inhibitors; 340,000 compounds, 1.3% hits; further: potency means the concentration at half of the fitted maximal effect; on the % scale 0 is the no-effect control and ±100 the full control effect
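Values derive from four-parameter Hill fits of normalized kinetic data: reads at 0 and 10 min following addition of 50 nM substrate to 10 nM Pol beta preincubated 15 min with compound.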
Anesthetic bind = qHTS Assay for Identification of Novel General Anesthetics. AID 485281, 2010. 350,000 compounds, 0.074% hits. Potency, µM (doses to about 77.5 µM), inactives show top-dose activity change, negative = displacement, hits mostly inhibitors. Ferritin light chain (Equus caballus), P02791. apoferritin/1-aminoanthracene competitive binding, fluorescence; further: potency means the concentration at half of the fitted maximal effect; on the % scale 0 is the no-effect control and ±100 the full control effect; nearly all actives have a fitted effect of over 20% in size
Target sequence (P02791 2-175 limits assumed): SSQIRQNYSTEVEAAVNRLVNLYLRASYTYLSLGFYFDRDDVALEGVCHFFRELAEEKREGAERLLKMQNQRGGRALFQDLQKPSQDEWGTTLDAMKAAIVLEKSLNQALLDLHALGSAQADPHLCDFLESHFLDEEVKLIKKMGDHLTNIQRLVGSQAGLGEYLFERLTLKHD
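Read-out: endpoint 1-AMA fluorescence, excitation 380 nm and emission 535 nm, after compounds sit 10 min at room temperature with 10 uM horse-spleen apoferritin in 50% saturated 1-AMA/PBS. Values come from four-parameter Hill fits.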
TRHR ag = qHTS for Small Molecule Agonists and Allosteric Enhancers of Human TRH Receptor: Primary Screen for Agonists; Thyrotropin-releasing hormone receptor (Homo sapiens), P34981; AID 493084, 2011; activation, % at 2 µM; 360,000 compounds, 0.18% hits; TRHR cells, calcium flux fluo-8, FDSS agonist mode; in the data active means activation above about 30%; further: 0% is about no effect
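TRHR-expressing cells, plated overnight in medium with 10% serum, were loaded with fluo-8 calcium dye at room temperature. After a 10 s baseline, library compound was pin-added and calcium release was recorded kinetically (ex 480/em 530) as agonist response.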
ERG-DNA inh = qHTS for Small Molecule Inhibitors of the ERG Ets/DNA interaction | Transcriptional regulator ERG (Homo sapiens), P11308 | fluorescence polarization, His-ERG Ets domain / labelled DNA | Potency, µM (doses to about 76.9 µM), for the others: at the highest dose FP activity, negative = inhibition, usual class: inhibitors | 370,000 compounds, 0.028% hits | AID 624246, 2012; active means well fitted inhibition curve with a large enough effect in the polarisation, with a control signal flat; inconclusive means small, poorly fitted or top-dose-only effect, or effect the other way, or a change in a side signal; inactive means no such curve, though single readings can be large or run the other way; the % refers to the polarisation;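 further: polarization taken with two DNA probes labelled with fluorescein and Texas red; potency means the concentration at half of the fitted maximal effect; % of control where 0% means no effect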
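His-tagged ERG Ets domain (1 uM in the protein solution; 300mM KCl, 50mM Tris-HCl, 1mM EDTA, 1mM DTT, pH 7.5) received compound, then a probe mix of 5 nM fluorescein-DNA and 100nM Texas-615-DNA. Fluorescence polarization was read for both dyes.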
APEX1 inh = qHTS Assay for Inhibitors of the Human Apurinic/apyrimidinic Endonuclease 1 (APE1) | recombinant APE1, TAMRA/BHQ-2 abasic DNA cleavage fluorescence | Potency, µM (series often up to 65.8 µM), for the others: at the top dose activity change, negative = inhibition, usual class: inhibitors | 350,000 compounds, 0.35% hits | AID 2517, 2012;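 further: potency means the concentration at half of the fitted maximal effect; plate controls were vehicle for no effect and reference inhibitor for full effect; nearly all actives have a fitted effect of over 55% in size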
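Incision of a quenched TAMRA/BHQ-2 THF abasic-site duplex (50 nM) by 0.75 nM APE1, after 15 min compound preincubation, measured as fluorescence increase over three 60 s reads. Values normalized to buffer, DMSO and NSC13755 control wells.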
* hit, by the source's call; ? = inconclusive; . = no result given; [ ] = dose if it differs, or a comment. Unless noted, the call rests on the fitted dose curve; in most records, active means well fitted curve in the direction sought with a large enough effect; inconclusive means small, poorly fitted or top-dose-only effect, or another doubt; inactive means no such curve, though single readings can be large; an effect the other way counts as inactive or inconclusive. The list is partial. The share of hits here may be higher or lower than overall.

SMILES | 12-LOX inh | BLM inh | Pol iota inh | POLK inh | POLB inh | Anesthetic bind | TRHR ag | ERG-DNA inh | APEX1 inh
CC1=C(C(=O)Nc2cccnc2)C(c2cccc(O)c2)n2nc(SCc3ccccc3)nc2N1 (stereo not given) | 3% | -15% | 79µM* | -6%[60.1 µM] | -18% | 0% | 0.4 | -8% | .
COc1ccc(C(Nc2ccccn2)c2ccc3ccc(C)nc3c2O)cc1C (stereo not given) | ? | -10% | 38%[activator] | -3% | ? | -11% | 0.0 | 5% | .
CC(C)NS(=O)(=O)c1ccc(OCC(=O)NC2CCCCCC2)cc1 | 2% | -3% | 139%[activator] | 2% | -1% | -10% | -1.0 | 1% | 33%
Cc1[nH]c(=O)[nH]c(=O)c1N(C)C | -1% | -8% | 33%[activator] | 6% | 49% | 1% | 0.3 | 10% | 18%
CCOC(=O)C(CCCCCCC(NC(C)=O)(C(=O)OCC)C(=O)OCC)(NC(C)=O)C(=O)OCC | 0% | 1% | 138%[activator] | 5% | 12% | 8% | 0.8 | 4% | 0%
CC(C)SCCCCOc1ccc2ccccc2c1 | ? | 0% | -7%[58.9 µM] | -4% | 18% | -17% | 0.9 | -10% | -3%
O=C(CCSc1ccccc1)Nc1ccc(S(=O)(=O)Nc2ncccn2)cc1 | -8% | 2% | 41%[activator] | 8% | 3% | -1% | 0.3 | -7% | 14%
O=C(O)CC(c1ccc(F)cc1F)N1Cc2ccccc2C1=O (stereo not given) | . | -1% | -11% | -24% | 28% | 1% | 0.1 | 1% | 18%
CCN(CC)S(=O)(=O)c1ccc(N2Cc3ccccc3C2=N)cc1 | 16% | 1% | 21% | -16% | 70% | -13% | 0.9 | -2% | 3%
COc1ccc(CCNC(=O)COc2ncnc3ccccc23)cc1OC | 13% | 0% | 155%[activator] | -3% | -15% | 1% | 0.2 | -8% | -6%
O=C1CN(C(=O)NCCC(=O)NC2CCCCC2)c2ccccc2N1 | -3% | 3% | 23% | -2% | 32% | -4% | -0.1 | -1% | 45%[activator]
Nc1ccccc1NC(=O)NC(=O)c1ccccc1 | 0% | -11% | 18% | 4% | -13% | -14% | 1.2 | 13% | 41%
CCCCCCCCCCCCCCCC(=O)NCC(COP(=O)([O-])OCC[N+](C)(C)C)OCC (stereo not given) | . | . | ? | 5%[60.1 µM] | -3%[57.1 µM] | . | . | . | -7%
Cc1ccc(Cn2c(CN3CCOCC3)nc3c2c(=O)n(C)c(=O)n3C)cc1 | -29% | 5% | -6% | 4% | 7% | -3% | -1.7 | -5% | 6%
CCOC(=O)c1c(C)oc2ccc(N(C(=O)c3ccncc3)S(=O)(=O)c3ccc(F)cc3)cc12 | -18% | -17% | -18% | -21% | -27% | ? | -1.0 | 7% | .
O=C(O)Cn1c(-c2cscn2)nc2ccccc21 | ? | -4% | 18% | -15% | 0% | -7% | 0.9 | -5% | 0%
O=C(O)CSc1ncnc2c1oc1ccccc12 | 0% | 0% | -1% | -16% | 9% | -5% | 0.5 | 3% | -12%
COc1cc(C)c(S(=O)(=O)N2CCOCC2)cc1C(C)C | 17% | -2% | 16% | -2% | -27% | -6% | 0.3 | . | 3%
CC(=O)c1ccc(S(=O)(=O)NC2CC(=O)N(c3cccc(F)c3)C2)cc1 (stereo not given) | 5% | . | 49%[activator] | 2% | . | . | -0.5 | -9% | -9%
Cc1ccc(C(=O)O)cc1NC(=S)NC(=O)c1ccc(-c2ccc(Cl)cc2)o1 | 2µM* | -7% | -9% | -12% | 23% | 2% | -0.1 | 8% | 0%
CC(C)c1ccc(NC2CCCN(C(=O)CCN3CCCC3=O)C2)cc1 (stereo not given) | -3% | -3% | 30%[activator] | -5% | 58% | -3% | -0.6 | -10% | -1%
CC1CCc2sc(C(=O)N/N=C/c3ccc([N+](=O)[O-])cc3)cc2C1 (stereo not given) | -22% | -4% | 11% | -10% | ? | 3% | 0.7 | -6% | 1%
Cc1cccc(C2C3=C(CCCC3=O)N=C3c4ccccc4C(=O)C32)c1 (stereo not given) | -16% | -1% | 2% | -12% | 2% | -2% | -1.1 | -4% | -6%
CC1=CN2C(=N)/C(=C/c3cn(CCCOc4ccccc4C)c4ccccc34)C(=O)N=C2S1 | 6% | -1% | 13% | -2% | 6% | -4% | 0.8 | 2% | 6%
O=c1[nH]cccc1-c1nc2ccccc2n1Cc1ccc(Cl)cc1 | 23% | -4% | -2% | -7% | 14% | -12% | -0.1 | -4% | 6%
Cc1cc(C)n(CCc2nc3c4ccccc4n(CC#N)c(=O)n3n2)n1 | 0% | -2% | 13% | -5% | -2% | -15% | 0.1 | 2% | 8%
CC(C)c1cc(C(F)(F)F)n2nc(C(=O)Nc3ccc(-n4cnnn4)cc3)cc2n1 | -10% | -3% | 16% | 5% | 0% | -10% | 0.0 | -14% | -1%
Cc1c(NC(=O)C2CCCNC2=O)c(=O)n(-c2ccccc2)n1C (stereo not given) | 0% | 1% | 10% | 9% | -1% | -3% | 1.5 | -7% | 0%
COc1ccc(NC(=O)c2n[nH]c(=O)c3ccccc23)cc1S(=O)(=O)N1CCCCC1 | -19% | -6% | -12% | -6% | -13% | -18% | 0.1 | -5% | -4%
S=C(NCc1ccccc1)N1CCn2cccc2C1c1cccnc1 (stereo not given) | 7% | -11% | 86%[activator] | 5% | -3% | -10% | 0.5 | -4% | -1%

3 structures from above, sorted by formula weight, descending:
SMILES | 12-LOX inh | BLM inh | Pol iota inh | POLK inh | POLB inh | Anesthetic bind | TRHR ag | ERG-DNA inh | APEX1 inh
CCOC(=O)c1c(C)oc2ccc(N(C(=O)c3ccncc3)S(=O)(=O)c3ccc(F)cc3)cc12 | -18% | -17% | -18% | -21% | -27% | ? | -1.0 | 7% | .
CC1=C(C(=O)Nc2cccnc2)C(c2cccc(O)c2)n2nc(SCc3ccccc3)nc2N1 (stereo not given) | 3% | -15% | 79µM* | -6%[60.1 µM] | -18% | 0% | 0.4 | -8% | .
Cc1ccc(Cn2c(CN3CCOCC3)nc3c2c(=O)n(C)c(=O)n3C)cc1 | -29% | 5% | -6% | 4% | 7% | -3% | -1.7 | -5% | 6%

The list goes on:
SMILES | 12-LOX inh | BLM inh | Pol iota inh | POLK inh | POLB inh | Anesthetic bind | TRHR ag | ERG-DNA inh | APEX1 inh
COc1ccccc1N1CCN(C(=O)C2CCN(S(=O)(=O)c3cn(C)cn3)CC2)CC1 | 1% | 1% | 28% | -7%[60.1 µM] | -21% | 30%[activator] | 0.2 | 5% | .
CC(C)C(=O)Nc1nnc(SCC(=O)Nc2ccc3c(c2)OCCO3)s1 | 1% | -1% | 75%[activator] | 13% | 1% | -15% | -0.2 | -11% | -4%
Cc1cc2c(cc1C)N(CC(=O)N1CCCC1)C(=O)CC(c1ccccc1)=N2 | 58%[activator] | 0% | -15% | -10% | -17% | -2% | -0.2 | -8% | -2%
O=C(CN1CCC(O)(c2ccc(F)cc2)CC1)NCc1ccc(F)cc1 | ? | -2% | -2% | -4%[60.1 µM] | 2% | 3% | 0.5 | . | 3%
Oc1ccc(Cl)cc1C1=NNC(c2cccs2)C1 (stereo not given) | ? | -3% | 58%[activator] | -20% | -1% | -21% | 0.9 | 5% | 1%
NC(=O)c1cc(N2C(=O)C=CC2=O)ccc1Cl | . | 0% | -3%[58.9 µM] | -18% | 18% | -12% | 0.4 | 4% | -5%
C=CCNC(=S)NNC(=O)c1cc(-c2cccnc2)nc2ccccc12 | . | -5% | 11% | 6% | 0% | -6% | 0.0 | -3% | 28%
COc1ccc(CNC(=S)NCc2ccc(OC)cc2)cc1 | ? | -3% | -15% | 10% | 3% | -22% | -1.3 | -21% | 3%
CC(C)(C)C1CCc2c(sc(NC(=O)Cn3nnc(-c4cccc(C(F)(F)F)c4)n3)c2C#N)C1 (stereo not given) | -13% | -18% | 20% | -13% | 42% | -14% | 0.9 | -4% | .
CCOC(=O)C1=C(O)/C(=C\c2ccc(CNS(=O)(=O)c3ccc(Br)cc3)o2)N=C1C | 45µM* | -7% | 16µM* | 50µM* | -24% | -9% | 0.5 | -2% | -9%
CSc1sc(-c2ccnc(SCC(=O)C(C)(C)C)n2)c2c1C(=O)CC(C)(C)C2 | -15% | -2% | 14% | -6% | 0% | 0% | 0.3 | -3% | 18%
CCOC(=O)C1=C(Cn2cnc3ccccc32)NC(=O)NC1c1ccc(Cl)cc1 (stereo not given) | 1% | -3% | 20% | -5% | 2% | ? | -0.2 | -17% | -4%
CCc1cc(C(=O)N=Nc2c(O)[nH]c3ccc([N+](=O)[O-])cc23)c2ccccc2n1 | -15% | 18µM* | ? | ? | 32µM* | ? | -0.4 | 0% | -11%
Nc1nc(SCCO)[nH]c(=O)c1NC(=O)c1ccco1 | -24% | . | 24% | 15% | . | . | 0.2 | -19% | 23%
Cc1[nH]c2ccccc2c1/C=N/Nc1nc(N2CCCCC2)nc(N2CCCCC2)n1 | -22% | -4% | ? | -31% | 9% | 9% | 1.5 | -3% | 2%
CCOc1ccc(NC(=O)C(c2ccccn2)N(C(=O)CCl)c2ccc(F)cc2)cc1 (stereo not given) | . | -8% | 41%[activator] | -17% | -13% | -7% | 22 | . | 2%
CCCN(CC(=O)Nc1c(C)cccc1CC)C(=O)SCC | -23% | -1% | 2% | -12% | 3% | -3% | 0.6 | -7% | 6%
O=C(CCCC(=O)OCC(F)(F)C(F)F)Nc1nccs1 | -14% | -2% | 1% | -4% | -1% | ? | -0.7 | . | -5%
